Source: PubChem BioAssay (Broad Institute)
EWS-Fli inh: inhibitors of EWS/Fli oncoprotein transcriptional activity; A673 NR0B1-luciferase reporter, viability-normalised; inhibition, % at 12.6 µM; hit rate 0.67% among 350,000;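 active means mean inhibition of at least 50% after viability correction, with every replicate also passing that limit; inconclusive means mean reaches 50% but only one of two replicates passes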;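 further: firefly luciferase signal divided by Alamar Blue viability fluorescence both relative to DMSO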
SIRT5 inh: inhibitors of human sirtuin-5 desuccinylase; Q9NXA8; Purified SirT5, succinyl-peptide AMC, trypsin-coupled fluorescence; inhibition, % at 15 µM; hit rate 1.1% among 330,000; AID 652115; in the data active means inhibition above about 15%; inconclusive means no clear call, values can overlap the other calls
Target sequence (Q9NXA8 whole entry, looked up): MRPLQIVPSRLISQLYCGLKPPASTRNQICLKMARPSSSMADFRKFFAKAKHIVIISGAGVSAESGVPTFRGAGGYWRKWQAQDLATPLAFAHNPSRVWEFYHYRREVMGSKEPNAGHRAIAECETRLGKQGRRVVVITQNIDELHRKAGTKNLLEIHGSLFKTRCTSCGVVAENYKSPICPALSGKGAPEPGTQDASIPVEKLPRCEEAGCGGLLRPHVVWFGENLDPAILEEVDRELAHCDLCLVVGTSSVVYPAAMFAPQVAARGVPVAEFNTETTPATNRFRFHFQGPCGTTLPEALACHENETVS
DENV2 CPE: inhibitors of DENV2 cytopathic effect; DENV2-infected cells, cytopathic effect rescue, plate reader; CPE inhibition, % at 9.99 µM; hit rate 1.7% among 350,000; AID 651640; in the data active means CPE inhibition above about 20%, passing the limit was not always enough; inconclusive means no clear call, values can overlap the other calls; tested in BHK-21 cells;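 further: 0% = median of neutral control wells and 100% = median of positive control wells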
PAX8 inh HTS: inhibitors of PAX8 transcriptional activity in RMG-I cells. AID 652154. hit rate 1.2% among 360,000. RMG-I TPO-luciferase reporter, SteadyGlo, 24 h. inhibition, % at 12.6 µM;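 active means mean replicate inhibition at least 60% with every replicate also reaching 60%; inconclusive means only one of the two criteria is met; inactive means mean below 60% and not all replicates reaching 60%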;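 further: luciferase light reporting Pax8 driven TPO promoter activity; plate controls were median of neutral control wells for no effect and mitoxantrone controls for full effect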
LGR2 antag: blocks bursicon-induced cAMP signaling via Drosophila LGR2; HEK293 LGR2, CRE-luciferase, bursicon-stimulated, 4 h; inhibition, % at 9.99 µM; hit rate 0.35% among 380,000;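 active means drop in luminescence signal, shown as inhibition above about 50% in the replicate tests, limit read from the data, passing the limit was not always enough; inconclusive means probably only some replicates passing the limit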;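 further: agonist challenge used bursicon conditioned medium at about half maximal strength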
ARNT TACC3 PPI: ARNT/TACC3 interaction disruption; AlphaScreen His-ARNT PAS-B/GST-TACC3 binding, luminescence; TACC3 fragment carries E629A point mutation; inhibition, % at 9.99 µM; hit rate 0.66% among 390,000;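 active means mean inhibition of replicates at least 50% and at least half of replicates each reaching 50%; inconclusive means half or more replicates reach 50% but mean below 50%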;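 further: 0% = complete ARNT plus TACC3 wells and 100% = ARNT alone without TACC3; many hits fall short of the cut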
CASP6 VEID inh: caspase-6 (human) enzyme inhibition; purified caspase-6, Z-VEID-R110 cleavage fluorescence; inhibition, % at 12.5 µM; hit rate 0.53% among 350,000; AID 686996;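 active means mean inhibition across replicates at least about 35%, with every replicate also reaching that limit, limit read from the data; inconclusive means only one of the two criteria met; inactive means neither criterion met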;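 further: 0% = median of neutral control wells and 100% = no fluorescence left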
Target sequence (P55212 24-179 limits assumed): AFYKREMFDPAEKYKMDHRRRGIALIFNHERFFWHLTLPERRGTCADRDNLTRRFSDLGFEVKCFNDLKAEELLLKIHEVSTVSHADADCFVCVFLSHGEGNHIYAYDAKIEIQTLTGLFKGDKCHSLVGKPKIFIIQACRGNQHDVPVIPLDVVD
Target sequence (P55212 194-293 limits assumed): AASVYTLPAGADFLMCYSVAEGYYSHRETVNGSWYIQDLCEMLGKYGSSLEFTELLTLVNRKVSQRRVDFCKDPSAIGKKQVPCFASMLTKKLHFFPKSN
An asterisk follows results filed as active; u = inconclusive; x = not tested or not shown; & = joins results of further samples.

SMILES | EWS-Fli inh | SIRT5 inh | DENV2 CPE | PAX8 inh HTS | LGR2 antag | ARNT TACC3 PPI | CASP6 VEID inh
COc1ccc(/C=C/C(=O)OCCNC(=O)c2ccncc2)cc1OC | 3 | x | 12 | -8 | -7 | -18 | -2
OC[C@@H]1CN(Cc2ccc3c(c2)OCO3)C[C@H](n2cnc3c(N4CCCC4)ncnc32)O1 | 1 | 4 | 1 | 15 | -13 | x | -4
C=CCNC(=O)COc1c(C)ccc(C)c1C | 0 | 23* | 1 | -10 | -15 | -7 | -3
COc1ccc(C)cc1NC(=O)c1ccc(NS(=O)(=O)c2c(C)noc2C)cc1 | x | 0 | 7 | -6 | 8 | 4 | 3
C[C@@H]1CN([C@@H](C)CO)C(=O)c2cc(NC(=O)Nc3ccc4c(c3)OCO4)ccc2O[C@@H](C)CCCCO[C@H]1CN(C)S(=O)(=O)c1ccccc1 | 7 | -3 | -10 | 3 | 9 | 28 | 2
Cc1nc2ccccn2c(=O)c1NC(=O)c1cccs1 | -11 | 2 | u | -2 | 8 | 2 | -2
COc1cccc(C(=O)Nc2ccc(N3CCN(C(=O)c4ccco4)CC3)cc2)c1 | 32 | 4 | 12 | 19 | 15 | x | 2
CC(C)NC(=O)Cn1c(=O)cnc2ccccc21 | x | x | x | 12 | 0 | -5 | x
C[C@@H]1CCCCO[C@@H](CN(C)S(=O)(=O)c2ccc(Cl)cc2)[C@@H](C)CN([C@@H](C)CO)C(=O)c2cc(NC(=O)CCCN(C)C)ccc2O1 | -7 | -3 | -16 | -2 | 0 | 3 | 0
COc1ccccc1CNc1nc(S(=O)(=O)c2ccccc2)c(Cl)s1 | x | x | x | 3 | -2 | -3 | x
O=S(=O)(Nc1ncnc2scc(-c3ccc(F)cc3)c12)c1cc(F)ccc1F | -4 | -1 | 2 | -21 | -1 | -2 | 3
C/C(=N\NC(=O)c1sccc1C)c1cccnc1 | -23 | -3 | -4 | -54 | 0 | 8 | -4
CCCCC(=O)N(c1ccc(C)c(C)c1)C1C=CS(=O)(=O)C1 (centres undefined) | x | x | x | x | 17 | 0 | -1
C[C@@H]1CN([C@H](C)CO)C(=O)c2cc(NS(=O)(=O)c3cn(C)cn3)ccc2O[C@@H](C)CCCCO[C@@H]1CN(C)S(=O)(=O)c1ccc(F)cc1 | -1 | -1 | 9 | -28 | 12 | -13 | 1
C[C@H](CO)N1C[C@H](C)[C@@H](CN(C)CC2CCCCC2)Oc2ccc(NS(=O)(=O)c3ccc(F)cc3)cc2C1=O | -6 | -3 | 13 | -10 | 5 | 15 | -1
CN(C)CCCN(C(=O)c1cc2cc([N+](=O)[O-])ccc2s1)c1nc2cc3c(cc2s1)OCCO3 | 52* | 0 | -5 | x | -20 | 20 | -36
CCOc1ccc(N2C(=O)S/C(=C\c3ccc(O)c(OCC)c3)C2=O)cc1 | 8 | 0 | 2 | -11 | 13 | 4 | -5
C[C@H](CO)N1C[C@H](C)[C@H](CN(C)C(=O)NC2CCCCC2)OCCCC[C@H](C)Oc2ccc(NC(=O)Nc3ccc4c(c3)OCO4)cc2C1=O | -11 | 4 | u | 29 | 32 | 12 | 2
O=C1C=CC(=O)N1c1ccc2c(c1)C(NC(=O)C(F)(F)F)c1ccccc1-2 (centres undefined) | 15 | x | 1 | 28 | 9 | x | 1
CN(CC(=O)Nc1cc(Cl)ccc1Cl)C1CCS(=O)(=O)C1 (centres undefined) | 0 | -2 | 1 | 5 | -1 | -17 | -2
CN(CC(=O)Nc1ccccc1Cl)C(=O)COC(=O)CSc1ccc(Cl)cc1 | -4 | 10 | 10 | 0 | 11 | -1 | 0
C[C@H]1CN([C@@H](C)CO)C(=O)c2cc(NS(=O)(=O)c3ccccc3)ccc2O[C@H]1CN(C)S(=O)(=O)c1cccs1 | 2 | 3 | -12 | 36 | 1 | 0 | -1
O=C(C[C@H]1C[C@@H]2c3cc(NS(=O)(=O)c4ccc(F)cc4)ccc3O[C@@H]2[C@@H](CO)O1)NCC1CC1 | -1 | x | -6 | 4 | -6 | 1 | x
Cc1ccc(C2=NCCn3c2c2ccc(C(F)(F)F)cc2[n+]3[O-])cc1 | -1 | 0 | x | -9 | -55 | 8 | 4
CCCNC(=O)N1CC(=O)N2[C@H](C1)[C@@H](c1ccc(-c3cccc(C)c3)cc1)[C@@H]2CO | 8 | -2 | 6 | -21 | 15 | x | -1
C[C@@H]1CN([C@H](C)CO)C(=O)c2cc(NS(=O)(=O)c3ccccc3)ccc2O[C@@H](C)CCCCO[C@@H]1CN(C)CC1CCCCC1 | 10 | 2 | -3 | 89* | -11 | 2 | 2
CC(C)NC(=O)NCC[C@H]1CC[C@@H](NS(=O)(=O)c2ccccc2)[C@H](CO)O1 | -4 | -2 | u | x | 5 | x | 1
CCOC(=O)[C@@H]1[C@H]2COc3cc(OC)ccc3[C@H]2N2C(=O)N(c3ccc(Cl)cc3)C(=O)[C@]12C | -13 | x | 5 | -4 | 5 | -3 | 11
CC1(C2CC2)NC(=O)N(CC(=O)N2CCN(c3ccccc3F)CC2)C1=O (centres undefined) | -9 | x | -4 | -5 | -10 | x | 1
CCCCN(CCCC)Cc1cc(=O)oc2cc(OC)c(Cl)cc12 | -2 | -1 | 0 | -10 | -24 | x | 0
COc1ccc(N2CC(NC(=O)N3CCc4ccccc43)CC2=O)cc1OC (centres undefined) | 6 | 20* | u | 20 | -1 | -13 | -2
CCOC(=O)C1CCN(C(=O)C2CCN(c3nn4c(=O)cc(C)nc4s3)CC2)CC1 | x | -1 | 6 | -7 | 8 | -1 | -1
CCc1c(C)nc(SCC(=O)NC2CCCC2)[nH]c1=O | 5 | -2 | 2 | -7 | 5 | -6 | -2
CS(=O)(=O)N1N=C(c2ccco2)CC1c1ccc(Br)cc1 (centres undefined) | -21 | -4 | 17 | -93 | x | 0 | 4
CNC(=O)C[C@@H]1CC[C@@H]2[C@@H](COc3ccc(NC(=O)Nc4ccc(Cl)cc4)cc3C(=O)N2C)O1 | -6 | -2 | u | -6 | 18 | 8 | 3
COC(=O)c1cc2c(c3c4cc(OC)ccc4n(S(=O)(=O)c4ccccc4)c13)C(=O)N(C)C2 | 12 | x | 6 | 24 | -4 | x | 1

Three compounds from above, reduced to ARNT TACC3 PPI and SIRT5 inh.
compound,ARNT TACC3 PPI,SIRT5 inh
C[C@@H]1CN([C@H](C)CO)C(=O)c2cc(NS(=O)(=O)c3ccccc3)ccc2O[C@@H](C)CCCCO[C@@H]1CN(C)CC1CCCCC1,2,2
CC(C)NC(=O)NCC[C@H]1CC[C@@H](NS(=O)(=O)c2ccccc2)[C@H](CO)O1,x,-2
CCOC(=O)[C@@H]1[C@H]2COc3cc(OC)ccc3[C@H]2N2C(=O)N(c3ccc(Cl)cc3)C(=O)[C@]12C,-3,x

(more compounds)
SMILES | EWS-Fli inh | SIRT5 inh | DENV2 CPE | PAX8 inh HTS | LGR2 antag | ARNT TACC3 PPI | CASP6 VEID inh
COc1cccc(CC(=O)Nc2ccc(F)c(S(=O)(=O)N3CCOCC3)c2)c1 | -1 | -3 | -8 | 3 | 11 | 15 | 0
CC(=O)N(CC(C)C(=O)O)c1c(I)cc(I)c(N)c1I (centres undefined) | -3 | -4 | -7 | 2 | 1 | -2 | x
COc1ccccc1Cc1nnc(NC(=O)C2CCN(C(=O)c3ccco3)CC2)s1 | 0 | -3 | -3 | 11 | -3 | 7 | 1
Cc1ccc(Oc2cc(NN3CCCCC3)c([N+](=O)[O-])cc2[N+](=O)[O-])c(Cl)c1 | 19 | 0 | -13 | 2 | 1 | 4 | 3
CCCNC(=O)C[C@H]1CC[C@@H]2[C@@H](COc3ccc(NC(=O)c4cccc(F)c4)cc3C(=O)N2C)O1 | -5 | -2 | u | 7 | -7 | -10 | 1
CN(C)CC#Cc1ccc([C@@H]2[C@H](CO)N3CCCCN(C(=O)C4CCCC4)C[C@@H]23)cc1 | -3 | 5 | 0 | -15 | x | 2 | 1
CCOc1ccc2[nH]c3c(NCCN(CC)CC)ncnc3c2c1 | 7 | -6 | -1 | 7 | 5 | 11 | -15
C[C@@H]1CN([C@@H](C)CO)C(=O)c2cc(N(C)C)ccc2O[C@@H](C)CCCCO[C@H]1CN(C)C(=O)Nc1cccc2ccccc12 | 9 | 0 | -16 | 10 | 17 | 12 | -2
CO[C@H]1CN(C)C(=O)c2ccc(NC(C)=O)cc2OC[C@@H](C)N(CC2CCCCC2)C[C@H]1C | 1 | -9 | -1 | 1 | 5 | -6 | -2
COc1ccc(C(=O)NCC(=O)N/N=C/c2cccnc2)cc1 | x | 0 | 2 | -10 | 3 | -6 | -2
Cc1csc(N2C(=O)C3C4CCC(O4)C3C2=O)n1 (centres undefined) | -7 | x | 1 | -11 | 4 | -10 | -2
COc1cccc(CN(C)CC(=O)NCc2ccccc2Cl)c1OC | 0 | -2 | 5 | -8 | -3 | -1 | -4
Cc1oc(C(C)(C)C)cc1C(=O)Nc1ccc2c(c1)OCO2 | -59 | -2 | -7 | 16 | -19 | x | -1
Cn1cc(SCC(=O)NC2CCCC2)c2ccccc21 | -6 | -1 | -11 | 9 | -22 | 1 | 1
CN(C(=S)NC1CCCCC1)C1(c2ccccc2Cl)CCCCC1=O (centres undefined) | x | x | x | 0 | 14 | -7 | x
Cc1nc2ccccc2c(=O)n1/N=C/c1cn[nH]c1-c1ccccc1 | 6 | 0 | 1 | -3 | x | x | -3
O=C(NCc1ccncc1)c1ccc(Oc2ccccc2)cc1 | 1 | -6 | 1 | 9 | 15 | 2 | 3
C[C@@H]1CN([C@H](C)CO)C(=O)c2cc(NC(=O)CCC(F)(F)F)ccc2O[C@@H](C)CCCCO[C@@H]1CN(C)S(=O)(=O)c1ccc(Cl)cc1 | -2 | 9 | -6 | 13 | 4 | -1 | 1
Cn1nc(-c2ccccc2)c2cc(C(=O)O)sc21 | 6 | 10 | 0 | -6 | 24 | 3 | -1
C[C@@H]1CN([C@@H](C)CO)C(=O)c2cccc(NC(=O)Nc3ccc(C(F)(F)F)cc3)c2O[C@@H]1CN(C)C | -5 | -7 | 15 | 13 | 4 | 2 | 4
C(=C\c1ccc(C2[C@@H]3CN(Cc4nccs4)C[C@H]2N3)cc1)/c1ccccc1 (some centres undefined) | 6&-14 | x | 1&-25 | -74&49 | 14&-9 | x | x
C[C@H](CO)N1C[C@H](C)[C@@H](CN(C)Cc2ccccc2)Oc2ccc(NC(=O)Nc3cccc4ccccc34)cc2CC1=O | 56* | -6 | 1 | 55 | 8 | 20 | -1
O=c1c(Br)c(Br)cnn1-c1ccccc1 | u | 13 | x | 107* | 5 | 1 | 0
Fc1ccccc1NC(=S)N1CCOCC1 | 6 | 0 | 5 | -11 | 3 | 2 | x
CCC(NC(=O)c1ccccc1NC(=O)c1ccccc1)C(=O)NNC(=O)c1cccnc1 (centres undefined) | 4 | -6 | -2 | 7 | -7 | -6 | -4
CC1(C(=O)Nc2nc3ccc(S(C)(=O)=O)cc3s2)CC1(Cl)Cl (centres undefined) | -24 | 2 | -2 | -36 | -9 | -1 | 6
COc1ccc(S(=O)(=O)Nc2cccc3c2O[C@@H](CN(C)S(=O)(=O)c2ccc(F)cc2)[C@@H](C)CN([C@H](C)CO)C3=O)cc1 | -6 | 4 | -3 | 4 | -21 | x | 1
O=C(O)C[C@H]1C[C@@H]2c3cc(NC(=O)C4CCOCC4)ccc3O[C@@H]2[C@@H](CO)O1 | -2 | x | 1 | -4 | -11 | -4 | x
CCCCN(CCCC)C(=O)c1sc2nc(N3CCOCC3)c3c(c2c1N)CCCC3 | -2 | -1 | -1 | -3 | -15 | x | 2
C[C@@H]1CCCCO[C@@H](CN(C)C(=O)c2ccccc2)[C@@H](C)CN([C@@H](C)CO)C(=O)c2cc(NC(=O)Nc3ccc(C(F)(F)F)cc3)ccc2O1 | -5 | 6 | 12 | 86* | -9 | -1 | 1
COc1c(Cl)cccc1-c1cn2ccc(C)cc2n1 | -91 | -3 | 3 | -130 | -124 | -3 | 0
COC(=O)C[C@H]1C[C@H]2c3cc(NC(=O)Cc4ccncc4)ccc3O[C@H]2[C@@H](CO)O1 | 0&2 | 0&-1 | u | 1&-4 | 18&11 | 3 | -17&0
